Screens: PubChem BioAssay, several laboratories
M5 antag: blocks acetylcholine activation of human M5 receptor | P08912 | CHO-hM5 cells, Fluo-8 calcium fluorescence, ACh EC80 | inhibition, % at 3 µM | 0.59% of 360,000 active | AID 624040;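 active = inhibition above a per-plate cutoff, the mean of that plate's test compounds plus 3 SD, cut at about 27% in these data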;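 note: 0% = acetylcholine EC80 with DMSO and 100% = DMSO without agonist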
CRFR2-BP antag: blocks CRF-induced signaling of the CRF-BP/CRF-R2 complex; HEK293 CRF-R2/CRF-BP, CRF-induced calcium fluorescence; inhibition, % at 11.8 µM; 0.59% of 350,000 active; AID 588475;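 active = inhibition of the ligand-induced calcium signal above about 50% at the single tested concentration, limit read from the data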
CRFBP-R2 agonist: agonists of human CRF-binding protein/CRF-R2 receptor complex. 0.46% of 350,000 active. HEK293 CRF-R2/CRF-BP, calcium dye fluorescence (FLIPR); percent of saturating CRF peptide response. activation, % at 13.2 µM. AID 588473;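 active = activation of at least 50%, plus an integration ratio under a set limit after plate pattern correction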;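 note: plate controls were neutral control wells without compound for no effect and CRF at EC100 for full effect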
M5 ag: agonists of human muscarinic M5 receptor (CHRM5) | CHO-K1 hM5 cells, Fluo-8 calcium fluorescence; 0% DMSO wells, 100% maximal acetylcholine response | 0.19% of 360,000 active | activation, % at 3 µM | P08912 | AID 624037;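 active = activation above the run's mean over test compounds plus 3 SD, cut at about 23% in these data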;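 note: signal is peak over basal fluorescence ratio across the kinetic read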
TAAR1 ag: human TAAR1 agonism; Q96RJ0; activation, % at 3 µM; CHO RD-HGA16 TAAR1, Fluo-8 calcium fluorescence; vehicle wells 0%, saturating PEA agonist 100%; 0.99% of 360,000 active; AID 624467;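 active = activation above the mean activation of all test compounds in the run plus 3 SD, cut at about 38% in these data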
Target sequence (Q96RJ0 whole entry, looked up): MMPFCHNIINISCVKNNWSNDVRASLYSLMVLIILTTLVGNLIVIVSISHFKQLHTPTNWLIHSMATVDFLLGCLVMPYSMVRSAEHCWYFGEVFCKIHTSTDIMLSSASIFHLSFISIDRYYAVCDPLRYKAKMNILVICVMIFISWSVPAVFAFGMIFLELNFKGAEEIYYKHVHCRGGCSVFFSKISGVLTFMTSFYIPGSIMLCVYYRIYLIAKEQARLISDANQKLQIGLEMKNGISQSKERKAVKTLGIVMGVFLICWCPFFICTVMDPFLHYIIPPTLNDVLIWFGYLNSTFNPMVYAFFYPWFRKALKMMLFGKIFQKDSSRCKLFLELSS
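Signal – calcium-sensitive Fluo-8 signal, excitation 470-495, emission 515-575 nm · System – RD-HGA16 (CHO) cells co-expressing Gα16 and hTAAR1 · Incubation – 17-24 h seeding, 75 min 37 °C dye, 30 min RT · Compound dosing – 3 µM single concentration · Repeats – no replicates (n 1)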
CHRM5 PAM: CHRM5 positive allosteric modulation; P08912; CHO-K1 hM5, Fluo-8 calcium, ACh EC20 PAM; 0% = ACh EC20, 100% = ACh EC100; activation, % at 3 µM; 0.3% of 360,000 active;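 active = activation above the run cutoff, the mean activation of all test compounds plus 3 SD, cut at about 18% in these data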
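Measured by: Fluo-8 calcium fluorescence; material: human M5 receptor in CHO-K1 cells; schedule: Post-acetylcholine fluorescence recording 140 s; benchmarks: low control EC20 acetylcholine (0%), high control EC100 acetylcholine (100%); read-out: Max/basal fluorescence ratio as % of EC20–EC100 ACh window; compound: single dose, 3 µM nominal final test concentration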
M1 PAM parental: M1 PAM counterscreen hit in parental CHO-K1 cells | ATP EC20, Fluo-8 calcium fluorescence; 0% at ATP EC20, 100% at ATP max | activation, % at 3 µM | 0.02% of 360,000 active;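 active = activation above the run cutoff, the mean activation of all test compounds plus 3 SD, cut at about 40% in these data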;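 note: peak over basal fluorescence ratio in a 140 s read after ATP addition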
CHRM4 PAM: positive allosteric modulators of human muscarinic M4 receptor; P08173; CHO-K1 hM4/Gqi5, Fluo-8 calcium fluorescence, ACh EC20; 0% = ACh EC20, 100% = maximal ACh; 0.4% of 360,000 active; activation, % at 3 µM;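 active = activation above its plate's cutoff, the mean activation of sample wells plus 3 SD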; note: some results filed as inactive read as strong as hits
Target sequence (P08173 whole entry, looked up): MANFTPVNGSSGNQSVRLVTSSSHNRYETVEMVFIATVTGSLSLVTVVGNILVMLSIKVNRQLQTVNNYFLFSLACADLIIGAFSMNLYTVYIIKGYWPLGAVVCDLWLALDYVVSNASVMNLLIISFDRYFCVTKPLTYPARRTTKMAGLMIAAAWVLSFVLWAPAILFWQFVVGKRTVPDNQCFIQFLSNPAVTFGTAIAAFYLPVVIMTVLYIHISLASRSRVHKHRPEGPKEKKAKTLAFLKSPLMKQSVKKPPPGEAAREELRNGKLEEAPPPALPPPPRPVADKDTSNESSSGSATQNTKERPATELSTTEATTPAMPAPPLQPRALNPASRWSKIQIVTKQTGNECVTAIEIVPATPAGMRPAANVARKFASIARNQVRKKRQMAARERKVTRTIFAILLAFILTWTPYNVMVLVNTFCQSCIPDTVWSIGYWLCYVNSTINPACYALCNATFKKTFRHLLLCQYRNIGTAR
TAAR1 antagonist: antagonists of human TAAR1; Q96RJ0; CHO RD-HGA16 TAAR1, Fluo-8 calcium fluorescence, antagonist; inhibition, % at 3 µM; 1.5% of 360,000 active;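 active = inhibition above a per-plate cutoff, the mean inhibition of test compounds on that plate plus 3 SD, cut at about 49% in these data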;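 note: 0% = DMSO plus EC80 beta-PEA response and 100% = DMSO alone without agonist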
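Assay system: CHO-derived RD-HGA16 cells stably expressing human TAAR1 plus Gα16. Timing: 140 s kinetic read after compound, 140 s after agonist. Technique: kinetic Fluo-8 calcium fluorescence measurement. Measure: % inhibition of agonist calcium response.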
* = called active by the depositor; x = no result given.

SMILES	M5 antag	CRFR2-BP antag	CRFBP-R2 agonist	M5 ag	TAAR1 ag	CHRM5 PAM	M1 PAM parental	CHRM4 PAM	TAAR1 antagonist
O=C(NC(=S)NC1CCS(=O)(=O)C1)c1ccccc1Br (stereo unspecified)	17	1	-1.2	-3	1	-5	-3	2	-8
COc1ccccc1NC(=O)CCc1nnc2ccc(N3CCN(C)CC3)nn12	-4	6	0.8	-3	1	4	-23	5	-5
Cc1c(Cl)ccc(S(=O)(=O)N2CCN=C2c2ccccc2)c1Cl	7	23	-1.6	-1	0	1	3	6	-3
O=S(=O)(c1ccc(F)cc1)N1CCN(c2ccc(F)cc2)CC1	4	2	-0.1	2	9	-8	7	-5	17
O=C1CC(c2ccccc2)CC(=O)C1=CN1CCCC1 (stereo unspecified)	7	-5	33	-3	1	-5	18	-7	-10
Cc1c(CCC(=O)N2CCC(C(=O)NCCCCCC(=O)O)CC2)c(=O)oc2cc3oc4c(c3cc12)CCCC4	-4	4	-0.8	-3	-1	-1	7	-1	-11
O=C(Cc1ccccc1)NN=C1CCCC1	1	-15	4.0	4	-1	1	-5	1	-6
CCOCCCNC(=S)N(CCCN(C)C)Cc1cc2cc3c(cc2[nH]c1=O)OCCO3	10	4	0.6	-7	2	-3	-12	-1	-18
O=C(NCc1ccccc1)NC1(C(=O)N2CCN(c3ncccn3)CC2)CCCCC1	-5	-7	-0.1	-9	7	9	27	12	4
COC(=O)c1ccc2c(=O)n(CCCCCC(=O)N3CCN(c4ccccc4)CC3)c(=O)[nH]c2c1	-3	-12	0.8	6	24	-9	7	-10	74*
Cc1ccc(-n2ncc3c(N4CCN(c5ccc(F)cc5)CC4)ncnc32)c(C)c1	-4	7	3.2	4	1	2	3	4	-11
c1ccc(Cc2noc(CN3CCC(CN4CCOCC4)CC3)n2)cc1	10	-12	5.8	-16	0	0	-2	1	10
COc1ccccc1C(=O)Nc1c2c(nn1-c1cccc(C)c1C)CS(=O)C2 (stereo unspecified)	-5	-16	1.1	-2	4	3	17	5	-2
CC(C)(C)NC(=O)C1Cc2ccccc2CN1 (stereo unspecified)	-5	-13	1.1	-5	2	11	19	-1	1
CC1CCCN(C(=O)CCc2nnc(-c3ccc4c(c3)OCO4)o2)C1 (stereo unspecified)	-2	0	-0.6	-3	0	4	24	4	-2
COc1ccccc1CCC(=O)OCC(=O)Nc1ccc(C(N)=O)cc1	9	10	-0.6	0	0	0	23	7	-12
COc1ccc(OC)c(S(=O)(=O)Nc2ccc3c(c2)OCCO3)c1	10	6	-0.5	-3	0	-7	-10	0	5
Brc1cccc(OCCOCCn2ccnc2)c1	-8	-2	0.0	-12	6	4	17	9	-4
CCC(=O)Nc1cccc(-c2ccc(N3CCC(C)CC3)nn2)c1	-20	-10	0.8	-2	0	20*	6	8	0
CCOc1cc(/C=C2\SC(N3CCCC(C)C3)=NC2=O)ccc1O (stereo unspecified)	6	37	-2.4	-1	-2	-3	-5	-1	-20

Reformatted: entries from further up.
> O=S(=O)(c1ccc(F)cc1)N1CCN(c2ccc(F)cc2)CC1
  M5 antag: 4	CRFR2-BP antag: 2	CRFBP-R2 agonist: -0.1	M5 ag: 2	TAAR1 ag: 9	CHRM5 PAM: -8	M1 PAM parental: 7	CHRM4 PAM: -5	TAAR1 antagonist: 17

> COc1ccccc1C(=O)Nc1c2c(nn1-c1cccc(C)c1C)CS(=O)C2 (stereo unspecified)
  M5 antag: -5	CRFR2-BP antag: -16	CRFBP-R2 agonist: 1.1	M5 ag: -2	TAAR1 ag: 4	CHRM5 PAM: 3	M1 PAM parental: 17	CHRM4 PAM: 5	TAAR1 antagonist: -2

> CC1CCCN(C(=O)CCc2nnc(-c3ccc4c(c3)OCO4)o2)C1 (stereo unspecified)
  M5 antag: -2	CRFR2-BP antag: 0	CRFBP-R2 agonist: -0.6	M5 ag: -3	TAAR1 ag: 0	CHRM5 PAM: 4	M1 PAM parental: 24	CHRM4 PAM: 4	TAAR1 antagonist: -2

More structures follow:
SMILES	M5 antag	CRFR2-BP antag	CRFBP-R2 agonist	M5 ag	TAAR1 ag	CHRM5 PAM	M1 PAM parental	CHRM4 PAM	TAAR1 antagonist
C#CC1(NC(=O)NC(=O)c2c(F)cccc2F)CCCCC1	8	-20	0.4	-2	6	1	-3	-2	-13
O=C(N/N=C1/CC(c2ccccc2)Oc2ccccc21)C1CC1 (stereo unspecified)	8	-12	-1.9	-2	0	-3	9	8	-18
CCCCOC(=O)Cn1c(-c2ccccc2)nc2ccccc2c1=O	3	-44	-0.6	-3	1	-2	11	-8	-21
Nc1nc(N)c(N=O)c(Nc2cccc(Cl)c2)n1	-7	x	x	45*	68*	-1	24	5	-16
O=C(NNC1=Nc2ccccc2SC1)c1cccc([N+](=O)[O-])c1	14	1	-0.6	-3	1	-7	7	-7	7
CC(NC(=S)NNS(=O)(=O)c1ccc(C(C)(C)C)cc1)c1ccccc1 (stereo unspecified)	-4	-11	3.7	-3	11	6	14	5	-9
COc1ccc(CC(=O)N2CC3(C)CC2CC(C)(C)C3)cc1OC (stereo unspecified)	-4	10	-0.7	0	10	1	-7	16	9
OCCN1CCN(c2cc(C(F)(F)F)nc3ccccc23)CC1	8	-10	0.4	-3	2	0	-26	2	-5
Cc1csc(=O)n1CC(=O)OCC(=O)Nc1cc(S(=O)(=O)N2CCOCC2)ccc1Cl	6	14	-1.7	2	4	-6	-7	-7	-6
CCOC(=O)C1CCCCN1Cc1cccc(Oc2ccccc2)c1 (stereo unspecified)	-5	6	-0.4	5	0	13	-13	-1	-33
CCOc1ccccc1NC(=O)c1cccc(NC(=O)C2CCCC2)c1	-1	-11	0.3	-2	8	-5	18	-3	17
CCN(CC)CCCNC(=S)N1CCN(c2nc(-c3ccccc3)cs2)CC1	3	-10	-0.9	-1	14	2	2	-11	18
COC(=O)CSc1nnc(-c2cccs2)n1-c1ccc(Cl)cc1	-1	3	-0.1	-5	0	8	7	2	-7
COc1cc(C(=O)OC(C)C(=O)N2CCCC2)cc2c1OCCO2 (stereo unspecified)	7	-2	-1.1	3	4	-4	-15	20	1
COc1ccc2oc(=O)c(C(=O)OCc3ccccc3)cc2c1	13	-11	-1.4	-3	1	-4	-1	-4	-7
COc1cc(OC)cc(-c2c(-c3ccc(F)cc3)c3cc(-c4ccc5cc[nH]c5c4)ccc3n2C)c1	8	9	2.2	2	0	-5	21	3	6
O=C(CCn1c(=O)[nH]c2ccsc2c1=O)N1CCN(c2ccc([N+](=O)[O-])cc2)CC1	-2	13	-1.5	-1	-4	3	15	4	1
O=C(CS(=O)(=O)c1cn(CC(=O)N2CCCC2)c2ccccc12)Nc1ccccc1	16	-3	6.5	-3	1	-5	9	3	-28
O=C(CS(=O)(=O)Cc1ccccc1)Nc1ccc(Cl)cn1	-12	8	-1.2	-4	2	12	8	3	-1
CCCS(=O)(=O)NC(=O)C1(C)CCCN(C(=O)c2cccnc2Oc2ccccc2)C1 (stereo unspecified)	4	x	x	0	0	-3	-2	-1	-4
CCc1nc2ccc(C(=O)NCCc3c[nH]c4ccccc34)cn2c1N(C)Cc1nccn1C	-2	x	x	0	6	-4	-6	-2	11
COCCNC(=O)CN(Cc1ccc(Cl)cc1)S(C)(=O)=O	-3	-11	4.8	-3	1	5	28	7	4
CCOC(=O)N1CCN(C(=O)CCCCn2c(=S)[nH]c3ccsc3c2=O)CC1	-5	20	3.6	3	-2	12	2	19*	-27
CCOc1c2ccc(C(=O)NCc3ccc4c(c3)OCO4)cc2nn1CCOC	2	3	-0.2	1	5	4	20	3	4
CC1=NN(C(C#N)c2ccccc2C)C(C)(C)C1 (stereo unspecified)	-1	-7	1.5	-3	5	-6	17	-6	9
Cc1cc(C)nc(NC(=O)NS(=O)(=O)N2CCCCCC2)n1	4	-25	0.7	-1	1	2	9	1	-3
CN1C[C@@H]2[C@@H]3C(=O)N(Cc4ccccc4)C(=O)[C@@H]3[C@](C)(C1=O)N2C(=O)c1ccc(C(F)(F)F)cc1	-16	-3	-0.2	4	10	11	13	18	4
C=CCNC(=O)COC(=O)CNC(=O)c1cc(Cl)cc([N+](=O)[O-])c1	9	10	3.1	4	-1	-4	3	0	-11
CCC(C)N(C(=O)COC(=O)c1ccc(=O)n(Cc2ccccc2)n1)C1CCS(=O)(=O)C1 (stereo unspecified)	-5	9	0.7	3	3	7	-23	8	-20
Cc1cc(OCC(=O)Nc2ccncc2)ccc1Cl	18	9	-1.7	9	9	-18	-19	-8	-1
Cc1ccc(OC(C)C(=O)Nc2ccc(S(=O)(=O)Nc3cc(C)on3)cc2)cc1 (stereo unspecified)	-6	20	-1.2	1	17	1	8	2	-4
COc1ccc(N2CCN(C(=O)CN3C(=O)NC4(CCCc5ccccc54)C3=O)CC2)cc1 (stereo unspecified)	-16	14	-1.9	-1	2	4	20	7	-12
CCOC(=O)[C@@H]1[C@H]2COc3ccccc3[C@@H]2N2C(=O)N(c3cccc(C)c3)C(=O)[C@@]12C	5	-5	-5.1	0	6	-8	-7	6	12
Cc1ccc(C(=O)Oc2ccc(N3C(=O)CCC3=O)c(C)c2)cc1	-3	4	2.9	-2	4	15	-19	2	8
COCC(=O)Nc1nc2n(n1)C(c1ccc(OC)cc1)CC(c1ccc(OC)cc1)N2 (stereo unspecified)	7	-5	-0.8	0	0	-3	5	0	-4
Nc1ccn([C@@H]2O[C@H](C(=O)N3CCN(c4ccc(Cl)cn4)CC3)[C@@H](O)[C@H]2O)c(=O)n1	4	x	x	3	1	1	-7	3	-10
COc1cccc(CNC(=S)NC2CCCC2)c1	-1	12	1.5	-2	0	-4	16	-6	11
COc1ccc(C2(CNC(=O)c3cc(OC)c(OC)c(OC)c3)CCCC2)cc1OC	9	23	-2.0	0	2	0	19	-3	-40
CCCCn1nc(C(=O)NC2=NCCS2)c2ccccc2c1=O	0	18	-3.0	-2	13	-13	17	-2	26
COC(=O)[C@@H](NC(=O)N1CCN(c2cccc(C(F)(F)F)c2)CC1)C(C)C	-6	-8	-0.1	-2	6	0	-1	0	-8
CC(C)CCN1C(=O)c2ccc(C(=O)NCc3ccco3)cc2C1=O	-1	5	-0.9	-2	5	0	21	12	1
CN1CCN(CC(=O)Nc2ccc([N+](=O)[O-])cc2Br)CC1	10	7	1.0	-7	2	1	2	4	-11
CC1=NN(c2ccc(Br)cc2)C(=O)/C1=C/c1cccs1	-8	-2	0.0	1	12	0	9	21	25
CSc1ncc(Cl)c(C(=O)Nc2nnc(SC)s2)n1	8	1	-0.7	1	17	4	14	11	-8
Cc1c(-n2cc(C(=O)O)c(=O)c3cc(F)c(N4CCCC4)c(F)c32)c(=O)n(-c2ccccc2)n1C	3	-27	2.8	-6	9	1	-4	3	10
COc1ccc(OC)c(-c2csc(NC(=O)CSc3ccccc3)n2)c1	5	10	-1.6	-5	-2	-6	30	-5	42
CCN(CC)c1ccc(C(=O)N2CCN(Cc3ccccc3)CC2)cc1	0	10	-1.7	-7	-2	-1	13	-2	-18
